Assay outcomes from PubChem BioAssay.
HCMV inh: human cytomegalovirus inhibition; activity change, negative = inhibition, % at 57.5 µM; 410,000 compounds, 4.5% hits; HFF cells, HCMV-luciferase reporter, 72 h; active compounds read low; in the data active = activity change below about -60%; inconclusive = no clear call, values can overlap the other calls; inactive = above about -39%
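Two compound doses tested in HFFs infected with HCMV-luciferase, MOI 1 PFU/cell, 72 h at 37C. Lysate luminescence read with OneGlo; data normalized against buffer-only and 10uM Salinomycin inhibitor controls.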
HCV inh: inhibitors of hepatitis C virus infection; 340,000 compounds, 3.4% hits; Potency, µM (highest dose often 41.8 µM), for the others: at the top dose activity change, negative = inhibition, usual class: inhibitors; AID 651820; Huh7.5.1 HCVcc-Cre infection, luciferase reporter, 44 h; also: potency is read from the fitted curve at half-maximal effect
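1,000 cells/well; 4 h culture; + compound; + HCVcc-Cre (~0.5 moi); 44 h; luciferase substrate, RT 15 min; read 15 sec.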
AmpC inh detg: inhibitors of E. coli AmpC beta-lactamase with detergent. P00811. AmpC hydrolysis of nitrocefin, absorbance 480 nm, 0.01% Triton. Potency, µM (top dose mostly 114 µM), for the others: at the highest dose activity change, negative = inhibition, most hits filed as inhibitors. 370,000 compounds, 0.041% hits;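 also: potency is read from the fitted curve at half-maximal effect; 0% = no-compound wells and -100% = no-enzyme wells; nearly all actives have a fitted effect of over 25% in size; some results filed as inactive show a strong effect at the top dose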
Target sequence (P00811 whole entry, looked up): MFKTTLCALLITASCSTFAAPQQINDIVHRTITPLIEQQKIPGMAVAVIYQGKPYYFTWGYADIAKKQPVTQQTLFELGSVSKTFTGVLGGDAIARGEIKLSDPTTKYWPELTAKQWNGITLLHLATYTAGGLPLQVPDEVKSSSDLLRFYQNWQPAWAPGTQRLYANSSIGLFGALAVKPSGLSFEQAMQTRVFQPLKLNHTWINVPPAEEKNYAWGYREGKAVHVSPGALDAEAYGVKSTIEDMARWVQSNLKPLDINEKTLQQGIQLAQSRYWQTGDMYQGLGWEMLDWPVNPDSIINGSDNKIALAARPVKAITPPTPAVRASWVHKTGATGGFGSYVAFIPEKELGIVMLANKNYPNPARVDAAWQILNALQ
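20 mM phosphate pH 7.0 + 0.01% (detergent screen) or 0.0001% Triton X-100; 5.3 nM AmpC reagent; cpd preinc 15 min RT; nitrocefin (800 uM stock) to start; A480 q20 s × 4 min; Activity was normalised to no-enzyme and no-compound control wells.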
AmpC inh no detg: AmpC beta-lactamase inhibition without detergent | P00811 | AmpC nitrocefin hydrolysis, absorbance 480 nm, 0.0001% Triton | Potency, µM (doses to about 57.1 µM), for the others: at the highest dose activity change, negative = inhibition, usual class: inhibitors | 330,000 compounds, 0.52% hits;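 also: potency is read from the fitted curve at half-maximal effect; plate controls were no compound for no effect and no enzyme for full effect; nearly all actives have a fitted effect of over 20% in size; some results filed as inactive show a strong effect at the top dose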
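AmpC (5.3 nM in the dispensed reagent) in 20 mM phosphate pH 7.0 with 0.01% (detergent screen) or 0.0001% Triton X-100 was preincubated with compounds for 15 min at room temperature. Nitrocefin was then added from an 800 uM solution, and hydrolysis was followed at 480 nm.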
Giardia FBPA inh: inhibitors of Giardia lamblia fructose-1,6-bisphosphate aldolase; A8B2U2; 290,000 compounds, 0.71% hits; AID 2451; Potency, µM (highest dose often 59.6 µM), for inactives: at the highest dose activity, negative = inhibition, usual class: inhibitors; purified Giardia FBPA; also: potency is read from the fitted curve at half-maximal effect; nearly all actives have a fitted effect of over 55% in size
Target sequence (A8B2U2 whole entry, looked up): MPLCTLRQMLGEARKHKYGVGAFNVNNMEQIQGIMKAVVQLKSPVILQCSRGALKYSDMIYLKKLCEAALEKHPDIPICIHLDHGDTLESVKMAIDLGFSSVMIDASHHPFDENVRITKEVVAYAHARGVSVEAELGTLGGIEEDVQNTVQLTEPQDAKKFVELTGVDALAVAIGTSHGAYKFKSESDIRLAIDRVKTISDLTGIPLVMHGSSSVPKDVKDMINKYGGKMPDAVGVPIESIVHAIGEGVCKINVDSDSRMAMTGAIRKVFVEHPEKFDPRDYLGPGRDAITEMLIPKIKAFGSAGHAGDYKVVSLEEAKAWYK
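Giardia FBPA (40 nM reagent) was preincubated 10 min at RT with compound (up to 57.5 uM final), then substrate plus GAPDH/TPI/NAD/arsenate coupling system with diaphorase/resazurin was added; resorufin fluorescence (525/598 nm) was read after 20 min.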
Sm TGR block: S. mansoni TGR enzyme inhibition. Q962Y6. purified TGR, DTNB reduction, TNB absorbance 405 nm. 360,000 compounds, 3% hits. Potency, µM (series often up to 114 µM), for inactives: at the top dose activity change, negative = inhibition, most hits filed as inhibitors; also: potency is read from the fitted curve at half-maximal effect; nearly all actives have a fitted effect of over 60% in size
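TGR 20 nM + NADPH 100 uM (dispensed conc.), cpd preinc 15 min RT; start with NADPH (500 uM addition) then DTNB (15 mM addition). Kinetic TNB absorbance, 405 nm filter. Four-parameter Hill fit across titration.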
The depositor's hits bear a star; & = joins results of further samples; [ ] = dose if it differs, or a comment. Unless noted, calls follow the shape of the dose curve; as a rule, active = well fitted curve in the direction sought with a large enough effect; inconclusive = small, poorly fitted or top-dose-only effect, or another doubt; inactive = no such curve, though single readings can be large; an effect the other way counts as inactive or inconclusive. Unless noted, % is scaled to controls: 0 for no effect and ±100 for the full control effect.

CCOc1ccc(/C=N/NC(=O)c2[nH]ncc2Br)c(O)c1 was read as HCMV inh -101.3*, HCV inh 22.4µM*, AmpC inh detg 2.0%, AmpC inh no detg -29.3% and Giardia FBPA inh 11.6%.
CCOC(=O)C1CCN(C(c2cccc(F)c2)c2c(O)cc(C)n(Cc3ccco3)c2=O)CC1 (centres undefined) was read as HCMV inh 21.6, AmpC inh detg 22.1% and Sm TGR block 10µM*.
Screening CCCCCOC(=O)C1[C@H]2C(=O)N(Cc3cccs3)C[C@]23C=C[C@H]1O3 (some centres undefined) returned HCMV inh 0.3, HCV inh 15.5%, AmpC inh detg -2.1%, AmpC inh no detg 20.9%, Giardia FBPA inh 5.3% and Sm TGR block 3.3%[11.4 µM].
`COc1ccc(Nc2nc(N3CCCCC3)nc3ccccc23)c(OC)c1` gave HCMV inh -13.0, HCV inh inconclusive, AmpC inh detg -2.0%, AmpC inh no detg 34.2%, Giardia FBPA inh 3.7% and Sm TGR block -1.7%.
Screening CCCCCCNCC(=O)N1CCC(Cc2ccccc2)CC1 returned HCMV inh -13.1, HCV inh inconclusive, AmpC inh detg -16.4%, AmpC inh no detg 12.0%, Giardia FBPA inh inconclusive and Sm TGR block -5.0%.
Screening CCc1ccc(NC(=O)CCNS(=O)(=O)c2ccc3c(c2)oc(=O)n3C)cc1 returned HCMV inh -4.6, AmpC inh detg 9.8% and Sm TGR block -17.5%.
Cc1cnc(C(=O)Nc2nc(-c3ccccc3)cs2)cn1 was read as HCMV inh 9.4, HCV inh -28.8%, AmpC inh detg -8.0%, AmpC inh no detg -4.5%, Giardia FBPA inh -0.2% and Sm TGR block -8.9%.
For Cc1cc(N2CCN(Cc3ccccc3)CC2)n2nc(C)c(-c3ccccc3)c2n1 the results were HCMV inh inconclusive, HCV inh inconclusive, AmpC inh detg 6.9%, AmpC inh no detg -8.5%, Giardia FBPA inh 7.5% and Sm TGR block 7.8%.
COCCCN(C(=S)Nc1cc(Cl)cc(Cl)c1)C(C)c1ccccn1 (centres undefined) was read as HCMV inh inconclusive, HCV inh inconclusive, AmpC inh detg 6.8%, AmpC inh no detg 63.1%[activator], Giardia FBPA inh inconclusive and Sm TGR block -15.6%.
For Cn1c(C(C#N)C(=O)c2sc3ccccc3c2Cl)nc2ccccc21 (centres undefined) the results were HCMV inh -38.1, HCV inh -13.5%, AmpC inh detg inconclusive, AmpC inh no detg -38.0%, Giardia FBPA inh 20.8% and Sm TGR block -26.8%.
`CCCn1nc(NC(=O)C(C)C)c2cc3cc(OC)ccc3nc21` gave HCMV inh inconclusive, HCV inh inconclusive, AmpC inh detg 1.9%, AmpC inh no detg 10.1%, Giardia FBPA inh 1.3% and Sm TGR block 6.9%.
Screening COc1ccc(/C=C/c2nnc(NC(C)=O)s2)cc1 returned HCMV inh 42.7, HCV inh -14.4%, AmpC inh detg -8.7%, AmpC inh no detg -10.9%, Giardia FBPA inh 0.9% and Sm TGR block -1.3%.

By substructure: the compounds so far containing a thiophene ring, fused or not
Screening CCCCCOC(=O)C1[C@H]2C(=O)N(Cc3cccs3)C[C@]23C=C[C@H]1O3 (some centres undefined) returned HCMV inh 0.3, HCV inh 15.5%, AmpC inh detg -2.1%, AmpC inh no detg 20.9%, Giardia FBPA inh 5.3% and Sm TGR block 3.3%[11.4 µM].
For Cn1c(C(C#N)C(=O)c2sc3ccccc3c2Cl)nc2ccccc21 (centres undefined) the results were HCMV inh -38.1, HCV inh -13.5%, AmpC inh detg inconclusive, AmpC inh no detg -38.0%, Giardia FBPA inh 20.8% and Sm TGR block -26.8%.

(list continues)
`CN(C)S(=O)(=O)c1ccc(NC(=O)N2CCN(c3ccccc3Cl)CC2)cc1` gave HCMV inh -36.5, HCV inh 4.0%, AmpC inh detg 1.5%, AmpC inh no detg inconclusive, Giardia FBPA inh -7.0% and Sm TGR block 2.9%.
For Cc1cc(NC(=O)CN2CC(C)OC(C)C2)n(-c2nc3ccccc3s2)n1 (centres undefined) the results were HCV inh -9.5%, AmpC inh detg -14.0%, AmpC inh no detg -3.0%, Giardia FBPA inh 6.7% and Sm TGR block 4.7%.
Screening CCCCCCCC(=O)NC(Nc1ccc(S(N)(=O)=O)cc1)C(Cl)(Cl)Cl (centres undefined) returned HCMV inh 18.3, HCV inh inconclusive, AmpC inh detg -2.0%, AmpC inh no detg -16.4%, Giardia FBPA inh 0.2% and Sm TGR block 0.1%.
`CC(=O)Nc1ccc(NC(=O)COC(=O)/C(=C/c2ccccc2)n2nnnc2C)cc1` gave HCMV inh 36.9, HCV inh -14.0%, AmpC inh detg 1.2%, AmpC inh no detg -13.9% and Sm TGR block -11.0%.
For O=S(=O)(NCc1ccccc1)c1ccc(Br)c2nsnc12 the results were HCMV inh inconclusive, HCV inh -0.5%, AmpC inh detg 3.2%, AmpC inh no detg -30.4%, Giardia FBPA inh -28.5% and Sm TGR block -25.6%.
CCN1CCN(C2CCN(C(C)=O)CC2)CC1 was read as AmpC inh detg -11.4%, AmpC inh no detg -11.0%, Giardia FBPA inh -1.4% and Sm TGR block 1.3%[11.4 µM].
Screening O=C(CSc1nc2c(oc3ccccc32)c(=O)n1-c1ccccc1)Nc1ccccc1F returned HCMV inh -26.4, AmpC inh detg 21.6% and Sm TGR block -1.8%.
Cc1nc2ccc(NS(=O)(=O)c3ccccc3Cl)cc2s1 was read as HCMV inh -10.2, HCV inh inconclusive, AmpC inh detg inconclusive, AmpC inh no detg -33.3% and Sm TGR block 1.1%.
S=C(Nc1ccccn1)c1ccccn1 was read as HCMV inh -81.9*, HCV inh 13.1%, AmpC inh detg inconclusive, AmpC inh no detg -24.5%&-16.8%, Giardia FBPA inh 3.15µM* and Sm TGR block -17.9%&-1.9%.
Screening CCn1cc(C(=O)NCCc2ccccc2)c(=O)c2cc(S(=O)(=O)N3CCCC3)ccc21 returned HCMV inh inconclusive, HCV inh 7.9%, AmpC inh detg -6.1%, AmpC inh no detg 58.1%, Giardia FBPA inh 0.4% and Sm TGR block -5.9%.
`CCOC(=O)C1=C(O)C(Nc2nc3ccccc3s2)(C(F)(F)F)N=C1C` (centres undefined) gave HCMV inh -20.5, HCV inh -14.1%, AmpC inh detg -4.1%, AmpC inh no detg -26.7%, Giardia FBPA inh 3.4% and Sm TGR block 2.1%.
CCc1ccc(Nc2nnc(SCC(=O)N(C)C3CCS(=O)(=O)C3)s2)cc1 (centres undefined) was read as HCMV inh 11.3, HCV inh -2.4%, AmpC inh detg 3.0%, AmpC inh no detg 29.4%, Giardia FBPA inh -5.1% and Sm TGR block 0.3%.
`Cc1ccc(S(=O)(=O)c2nnn(CC(=O)Nc3ccccc3C)c2N)cc1C` gave HCMV inh 13.9, AmpC inh detg 11.8% and Sm TGR block 3.2%.
For COc1cccc(N2CCN(C(=O)c3ccc(N4C(=O)NC5CC4(C)Oc4ccccc45)cc3)CC2)c1 (centres undefined) the results were HCMV inh -10.6, HCV inh 12.8%, AmpC inh detg 1.3%, AmpC inh no detg 104.6%[activator], Giardia FBPA inh -1.9% and Sm TGR block 1.6%.
`O=C(NNC(=O)c1ccccc1OCc1ccc(F)cc1)c1ccccc1O` gave HCMV inh -94.8*, HCV inh 6.31µM*, AmpC inh detg -6.3%, AmpC inh no detg -42.8% and Sm TGR block -11.1%.
For COc1ccc(S(=O)(=O)N(C)C)cc1NC(C)C(=O)Nc1cccc(C#N)c1 (centres undefined) the results were HCMV inh 10.1, HCV inh -6.9%, AmpC inh detg -0.4%, AmpC inh no detg -29.1%, Giardia FBPA inh 1.0% and Sm TGR block -10.8%.
`COc1ccc(-c2ccnc3nc(N4CCOCC4)nn23)cc1` gave HCMV inh 5.0, HCV inh inconclusive, AmpC inh detg -11.4%, AmpC inh no detg 2.8%, Giardia FBPA inh -9.2% and Sm TGR block -1.3%.
CNC(=O)C(=O)NCCc1ccc(Cl)cc1 was read as HCMV inh -16.6, HCV inh 9.4%, AmpC inh detg 4.3%, AmpC inh no detg -13.6%, Giardia FBPA inh -1.1% and Sm TGR block -24.4%.
For CC(C)(C)NC(=O)C(c1ccccn1)N(C(=O)c1csnn1)C1CCCC1 (centres undefined) the results were HCMV inh 4.1, HCV inh 10.1%, AmpC inh detg inconclusive, AmpC inh no detg -1.3%, Giardia FBPA inh 1.6% and Sm TGR block -9.1%.
`CCCn1nc(C(=O)NNC(=O)CSCC(=O)Nc2cc(C)on2)c2ccccc2c1=O` gave HCMV inh -1.5, HCV inh inconclusive, AmpC inh detg -1.7%, AmpC inh no detg -17.9% and Sm TGR block 1.7%.
Screening COc1cccc(NC(=O)CSc2nnc(COc3ccc4c(c3)CCCC4)o2)c1 returned HCMV inh -11.4, HCV inh 6.5%, AmpC inh detg -9.8%, AmpC inh no detg -25.4%, Giardia FBPA inh -6.0% and Sm TGR block -22.5%.
O=C(/C=C/c1ccc(OCCCF)cc1)N1CCOCC1 was read as HCMV inh 46.9, HCV inh -6.2%, AmpC inh detg -8.4%, AmpC inh no detg -4.1%, Giardia FBPA inh 13.4% and Sm TGR block inconclusive.
COc1cccc(OC)c1C(=O)NCCc1sc(-c2cccc(F)c2)nc1C was read as HCMV inh 7.9, AmpC inh detg 11.9% and Sm TGR block 18.8%.
`N#Cc1nc(-c2ccccc2)oc1NCCCn1ccnc1` gave HCMV inh 75.1, HCV inh 11.0%, AmpC inh detg 1.7%, AmpC inh no detg 19.9%, Giardia FBPA inh 10.5% and Sm TGR block -4.2%[57.1 µM].

The closing two compounds of the section above open the next one.
COc1cccc(OC)c1C(=O)NCCc1sc(-c2cccc(F)c2)nc1C was read as HCMV inh 7.9, AmpC inh detg 11.9% and Sm TGR block 18.8%.
`N#Cc1nc(-c2ccccc2)oc1NCCCn1ccnc1` gave HCMV inh 75.1, HCV inh 11.0%, AmpC inh detg 1.7%, AmpC inh no detg 19.9%, Giardia FBPA inh 10.5% and Sm TGR block -4.2%[57.1 µM].
Cc1ccc(C(=O)c2oc3ccccc3c2NC(=O)c2cc(-c3ccccc3O)n[nH]2)cc1 was read as HCMV inh -63.0*, HCV inh 4.8%, AmpC inh detg -15.6%, AmpC inh no detg -43.0%, Giardia FBPA inh 3.5% and Sm TGR block 0.1%.
O=c1[nH]c(O)c(N=Nc2ccc3c(c2)OCCO3)c(=O)[nH]1 was read as HCMV inh -82.1*, HCV inh -14.1%, AmpC inh detg 3.2%, AmpC inh no detg -24.6%, Giardia FBPA inh -4.3% and Sm TGR block -18.0%.
Screening c1ccc(CSc2nnc(SCc3ccccn3)s2)nc1 returned HCMV inh 144.8, HCV inh -6.1%, AmpC inh detg inconclusive, AmpC inh no detg -0.4%, Giardia FBPA inh -1.9% and Sm TGR block 3.9%.
`CN1CCN(C(=O)c2ccc3c(c2)N(Cc2ccccc2F)C(=O)c2ccccc2S3=O)CC1` (centres undefined) gave HCMV inh 32.9, HCV inh -4.5%, AmpC inh detg inconclusive, AmpC inh no detg 56.5%, Giardia FBPA inh 6.5% and Sm TGR block -31.2%.
